# Glioma ERSR ind: induces the endoplasmic reticulum stress response in human glioma cells; U87-MG GRP78 promoter luciferase reporter, 16 h; Potency, µM, inactives show top-dose activation, most hits filed as activators; 420,000 tested, 0.02% active; also: potency is read from the fitted curve at half-maximal effect; series mostly up to about 76 µM; % of control where 0% means no effect; nearly all actives have a fitted effect of over 35% in size
#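 Stably transfected U87-MG human glioma cells carrying a GRP78-based luminescent sensor were seeded at 1000 cells/well, pin-dosed with compounds and incubated 16 h. Luciferase reagent was then added, and end-point luminescence was read after 10 min at room temperature.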
# Vif-APOBEC3G blk: blocks the Vif interaction with human APOBEC3G. 410,000 tested, 0.076% active. Potency, µM (titrated, usually from 46.1 µM), for inactives: top-dose activity, negative = active, most hits filed as inhibitors. AID 602310. Q9HC16. HeLa A3G-eYFP + Vif (tagged APOBEC3G with the HIV-1 protein that degrades it), YFP fluorescence, overnight;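 also: potency is read from the fitted curve at half-maximal effect; % is scaled to controls: 0 for no effect and ±100 for the full control effect; nearly all actives have a fitted effect of over 60% in size; hits raise eYFP signal because A3G escapes Vif-driven loss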
#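 HeLa cells stably expressing Vif and C-terminally eYFP-tagged A3G, seeded overnight at 37 deg C, then exposed to compound by pintool overnight at 37 deg C. Rise in yellow fluorescence (Ex 488/Em 500-530, Acumen) marks blocked Vif-driven A3G degradation.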
# Vif-A3F inh: Vif-A3F binding inhibition; HeLa A3F-eYFP + Vif (tagged APOBEC3F with the HIV-1 protein that degrades it), YFP fluorescence increase; 390,000 tested, 0.2% active; AID 602313; Potency, µM (titrated, usually from 46.1 µM), inactives show top-dose activity, negative = active; also: potency is read from the fitted curve at half-maximal effect; % of control where 0% means no effect; nearly all actives have a fitted effect of over 65% in size
#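 Fluorescence increase (Ex 488/Em 500-530) after overnight compound treatment at 37 deg C flags inhibition of Vif-driven A3F-eYFP loss in stable HeLa A3F-eYFP/Vif cells seeded overnight beforehand.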
# RXFP1 agonist: activates the human relaxin receptor RXFP1 | HEK293T-RXFP1 cAMP TR-FRET, 30 min; response scale: percent of porcine relaxin response, buffer zero | Potency, µM (titrated, usually from 57.5 µM), inactives show at the highest dose activation, hits mostly activators | 370,000 tested, 0.3% active | AID 2676; also: potency is read from the fitted curve at half-maximal effect; % is scaled to controls: 0 for no effect and ±100 for the full control effect; nearly all actives have a fitted effect of over 60% in size; many of its hits are not listed in these tables
#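 cAMP rise read by TR-FRET after 30 min, 37C compound exposure (up to 58 uM) in RXFP1-transfected HEK293 cells with Ro 20174 present. EC50 from Hill-equation fits, with 29 nM porcine relaxin as 100% and buffer as basal.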
# RXFP1 antagonist: RXFP1 (human) relaxin receptor antagonism. HEK293-RXFP1, relaxin-stimulated cAMP HTRF, 30 min; active compounds read low. 350,000 tested, 0.59% active. Q9HBX9. AID 1259400. activity change, negative = inhibition, % at 57.5 µM;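 active = activity change of -60% or lower, but not beyond a set lower limit; inconclusive = change between -60% and -40%, or beyond the set limit; inactive = change above -40%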; also: % is scaled to controls: 0 for no effect and ±100 for the full control effect
# D1 potentiator: potentiators of human D1 dopamine receptor; P21728; HEK293 TREx D1 cells, calcium flux, dopamine EC20 potentiation; potentiation, % at 10 µM; 360,000 tested, 0.036% active; AID 504651; in the data active = potentiation above about 30%; also: 0% is about no effect
# Target sequence (P21728 whole entry, looked up): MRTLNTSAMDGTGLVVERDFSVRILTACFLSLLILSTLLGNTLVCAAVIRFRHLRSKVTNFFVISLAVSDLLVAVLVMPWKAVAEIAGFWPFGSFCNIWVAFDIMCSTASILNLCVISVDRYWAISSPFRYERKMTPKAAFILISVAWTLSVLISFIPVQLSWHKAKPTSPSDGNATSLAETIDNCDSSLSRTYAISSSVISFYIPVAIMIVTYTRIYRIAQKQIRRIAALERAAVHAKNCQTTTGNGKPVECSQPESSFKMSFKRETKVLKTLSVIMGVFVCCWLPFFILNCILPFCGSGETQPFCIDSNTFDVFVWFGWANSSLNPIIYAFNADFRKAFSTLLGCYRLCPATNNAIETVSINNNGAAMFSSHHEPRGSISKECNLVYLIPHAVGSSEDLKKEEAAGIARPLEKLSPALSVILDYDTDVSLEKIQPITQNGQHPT
# D2 PAM: positively modulates the human D2 dopamine receptor allosterically. 340,000 tested, 0.34% active. potentiation, % at 10 µM. HEK293 T-REx D2, calcium flux, EC20 dopamine potentiation;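 active = potentiation over 3 SD above the plate norm, cut at about 30% in these data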; also: 0% is about no effect
# Target sequence (P14416 whole entry, looked up): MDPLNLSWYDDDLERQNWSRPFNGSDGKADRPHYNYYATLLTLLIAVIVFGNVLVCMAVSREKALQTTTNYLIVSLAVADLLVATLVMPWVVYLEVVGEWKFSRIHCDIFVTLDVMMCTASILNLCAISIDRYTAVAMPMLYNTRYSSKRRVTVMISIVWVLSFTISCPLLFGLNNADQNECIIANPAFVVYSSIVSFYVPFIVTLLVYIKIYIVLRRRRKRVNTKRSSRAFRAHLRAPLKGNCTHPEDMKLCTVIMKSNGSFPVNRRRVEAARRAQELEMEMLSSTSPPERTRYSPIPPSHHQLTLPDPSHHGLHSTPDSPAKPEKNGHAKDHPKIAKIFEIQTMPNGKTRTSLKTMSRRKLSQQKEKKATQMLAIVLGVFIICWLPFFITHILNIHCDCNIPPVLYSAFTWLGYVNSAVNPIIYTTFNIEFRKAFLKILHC
#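 Tetracycline-induced Hek293 Trex D2 cells, force-coupled to calcium, loaded with no-wash calcium dye. Compound added with 180 s kinetic read for agonism, then EC20 dopamine and a further 180 s read for potentiation.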
# D1 antag: blocks dopamine activation of the human D1 receptor; P21728; HEK293 TREx D1 cells, calcium flux, dopamine EC80; active compounds read low; activity change, negative = inhibition, % at 10 µM; 360,000 tested, 3.2% active; AID 504652; in the data active = activity change below about -30%; also: % is scaled to controls: 0 for no effect and ±100 for the full control effect
#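 Tetracycline-induced HEK293 Trex D1 cells, force-coupled to calcium, dye-loaded; compounds added and read 180 s, then EC80 dopamine added and calcium flux tracked kinetically another 180 s.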
# D1 agonist: human D1 receptor agonism | P21728 | HEK293 T-REx D1 cells, calcium flux, agonist mode | activation, % at 2 µM | 360,000 tested, 1% active | AID 504660; in the data active = activation above about 30%; also: 0% is about no effect
#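 Agonism was scored from calcium flux recorded over 180 s (1 read/s) after pintool compound addition, following a 10-cycle baseline. Cells were inducible force-coupled HEK293 TREx D1, plated overnight at 30 C and loaded with no-wash calcium dye.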
# * = called active by the depositor; ? = inconclusive; . = not tested or not shown. Unless noted, calls follow the shape of the dose curve; as a rule, active = well fitted curve in the direction sought with a large enough effect; inconclusive = small, poorly fitted or top-dose-only effect, or another doubt; inactive = no such curve, though single readings can be large; an effect the other way counts as inactive or inconclusive.
SMILES,Glioma ERSR ind,Vif-APOBEC3G blk,Vif-A3F inh,RXFP1 agonist,RXFP1 antagonist,D1 potentiator,D2 PAM,D1 antag,D1 agonist
CCOC(=O)Cc1csc(NC(=S)NC(=O)c2ccc([N+](=O)[O-])cc2)n1,-11%,-2%,6%,-0.5%,4,8,-3,-4,9
Cc1cccc2c1cnn2C(=O)Nc1ccccc1Br,3%,-4%,22%,0.4%,-7,-2,3,-19,3
CC(C)c1cnc2c(c1SCC(=O)Nc1ccccc1C(F)(F)F)c(=O)n(C)c(=O)n2C,0%,-1%,-5%,1.1%,5,-2,0,6,0
CC1CN(C(=S)Nc2ccc(Cl)cc2)CC(C)O1 (stereo not given),-3%,0%,9%,0.1%,2,-5,13,-20,6
COc1ccc(C(C(=O)NC(C)(C)C)N(C(=O)CNC(=O)c2cccs2)c2ccc(NC(C)=O)cc2)cc1OC (stereo not given),-6%,0%,-8%,-0.5%,-3,-1,-15,-16,3
CCOc1ncccc1C(=O)NNC(=O)c1csc(N2CCOCC2)n1,-5%,-2%,-3%,1.3%,-13,0,-2,21,1
O=C(CSc1cccc2cccnc12)Nc1ccccc1F,2%,-7%,-4%,2.5%,7,-5,3,1,2
Cc1ccc(C(=O)NCC(=O)N(C)CC(=O)Nc2c(Cl)cccc2Cl)s1,-1%,2%,-41%,0.4%,-3,3,2,-8,1
COc1ccc(S(=O)(=O)N2CN(CCc3ccc(OC)c(OC)c3)c3nc4ccccc4nc32)cc1,-3%,-1%,-2%,-2.0%,6,-3,-2,6,2
COc1cc(NC(=O)Cn2c(=O)nc(-c3ccccc3F)c3cc(Cl)ccc32)cc(OC)c1,-10%,-13%,-12%,-0.8%,13,3,9,-7,7
CSc1ccccc1-c1nnc(NC(=O)c2ccc3c(c2)OCCO3)o1,-3%,3%,-8%,15%,24,-2,-6,-2,0
CC(=O)Nc1c2c(nn1-c1ccc(C)cc1C)CS(=O)C2 (stereo not given),-3%,0%,11%,5.4%,16,-5,14,-34*,4
COc1cc(Cl)c(C)cc1NC(=O)CSCc1nc(-c2ccc(OC)c(OC)c2)no1,-4%,11%,4%,2.1%,6,4,-2,-5,0
COc1ccc(NC(=O)C2CCCCN2CC(=O)OCc2ccccc2)cc1OC (stereo not given),1%,0%,-3%,0.2%,-7,-4,-3,-15,0
NNC(=O)C1CC1c1ccccc1 (stereo not given),-2%,1%,3%,-3.6%,.,-5,-8,7,5
COc1cccc(CNC(=O)c2ccc3c(c2)sc2nc(-c4ccccc4)cn23)c1OC,1%,-5%,1%,1.0%,12,0,-5,-2,1
CCCn1c(/N=C/c2ccccc2O)nc2ccccc21,-4%,0%,3%,0.3%,3,-2,-5,-4,2
COCCCNC(=O)Cn1nnc(-c2ccccc2NC(=O)c2ccc(F)cc2)n1,-2%,2%,-1%,3.0%,-26,-9,8,1,0
CC(=O)N/C(=C\c1ccccc1)C(=O)OCC(=O)NC(C)C12CC3CC(CC(C3)C1)C2 (stereo not given),-5%,-1%,1%,1.4%,2,7,0,0,6
CC(C)(C)NC(=O)NC(=O)COC(=O)CCC1CCCC1,-3%,-1%,-12%,0.0%,-36,4,2,-1,2
Clc1nc(-c2n[nH]nc2Cl)n[nH]1,1%,0%,4%,0.8%,-3,-6,-2,-31*,0
NC1=NC(c2cccc(O)c2)n2c(nc3ccccc32)N1 (stereo not given),0%,1%,-7%,0.6%,7,1,17,18,2
CCCCSc1nnc(-c2ccc(OC)cc2)n1C,0%,1%,3%,-1.1%,8,-7,1,0,1
Cc1ccccc1-c1nnc(SCC(=O)Nc2cccc(C)c2C)o1,1%,5%,-1%,3.0%,-10,0,-2,41,2
O=C(c1ccc(Cl)c(Cl)c1)c1cc(-c2ccccn2)c(N2CCOCC2)s1,-5%,-14%,-18%,17%,-15,.,.,.,.
Nc1nc2ccccc2n1/N=C/c1ccc([N+](=O)[O-])s1,-4%,-7%,16%,-0.1%,-4,-4,22,-2,2
CCc1nnc(NC(=O)C2CCCN2C(=O)Nc2ccc(C)cc2)s1 (stereo not given),-4%,2%,-4%,3.4%,-10,-4,-3,-6,4
CCOC(=O)C1CCN(S(=O)(=O)c2ccc(Cl)s2)CC1,-2%,0%,-25%,0.2%,-29,9,-1,-29,0
Cn1c(CO)cnc1-c1ccccc1,-1%,0%,2%,1.9%,2,9,-5,10,2
Cc1ccccc1Cn1c2ccccc2c2cnn(CC(=O)NCCc3ccccc3)c(=O)c21,-1%,-1%,0%,-5.5%,7,-3,0,7,15
COc1ccccc1CNC(=O)C[C@@H]1C[C@H]2c3cc(NC(=O)c4ccc5c(c4)OCO5)ccc3O[C@H]2[C@@H](CO)O1,2%,2%,0%,.,-2,.,.,.,.
CC(C)CCN1CCNC(=O)C1CC(=O)NCCCN1CCOCC1 (stereo not given),1%,-1%,-5%,0.2%,16,0,-1,0,2
CCOC(=O)C1=C(C)NC(C)=C(C(=O)OCC)C1C(=O)O,-5%,5%,-1%,2.0%,-7,-7,6,1,1
O=C(Nc1cccnc1)c1ccco1,1%,2%,-1%,2.8%,22,1,20,8,5
O=C1C(c2ccncc2)N(CCC2=CCCCC2)C(=O)CN1C1CCCCC1 (stereo not given),0%,-1%,3%,2.0%,-21,1,9,-8,0
Cc1ccc(C(=O)NCCC(=O)Nc2ccccc2C)cc1,-2%,0%,-4%,0.7%,9,-5,-11,-7,0
COc1ccc2[nH]cc(C(=O)CNc3nc(C)cs3)c2c1,1%,-9%,4%,0.3%,-2,-9,.,-5,1
CSc1ccccc1NC(=O)c1cc(-c2ccco2)on1,2%,1%,11%,4.5%,-18,5,-1,-12,11
COc1ccccc1OCCOc1ccc(/C=C2/C(=N)N3OC(C)=CC3=NC2=O)cc1OC,-2%,-1%,8%,1.4%,5,.,.,.,.
O=C(NNC(=O)C1CC=CCC1C(=O)O)c1ccc(Cl)cc1 (stereo not given),-2%,0%,7%,0.7%,-4,-5,-23,-6,7
CCCCn1c(N)c(N(CCOC)C(=O)c2ccc(-c3ccc(C(C)=O)cc3)o2)c(=O)[nH]c1=O,3%,-2%,-8%,0.4%,-7,0,-12,-14,1
Clc1ccc(N=c2ssnc2Cl)cc1,10%,-6%,3%,-2.6%,19,-3,3,-4,30
CCOc1ccc(CNC(=O)CCCn2c(=O)c3cccn3c3cccnc32)cc1,-3%,1%,0%,3.6%,1,-5,2,-2,2
Cc1[nH]c2ccccc2c1CN1CCN(c2ccccn2)CC1,-3%,-8%,4%,4.1%,-11,-9,-22,3,6
COc1ccc(NC(=O)Cn2cnc3ccccc3c2=O)cc1OC,-4%,0%,-2%,8.3%,-4,-6,-1,-10,1
COC(=O)c1c(NC(=S)NN2CCN(C)CC2)sc2c1CCC(C)C2 (stereo not given),-12%,-22%,15%,2.5%,?,-2,1,5,22
COc1ccc(C(=O)C2CCCN(C(=O)c3ccc(F)cc3)C2)cc1OC (stereo not given),1%,-7%,5%,1.2%,4,-2,-4,13,2
C=CCn1c(-c2cc(OC)c(OC)c(OC)c2)n[nH]c1=S,-3%,0%,5%,0.1%,-13,-2,.,-7,2
CCOc1ccc(C(C)NC(=S)NC2CCCCC2)cc1OCC (stereo not given),-3%,1%,?,-0.2%,-9,8,-6,-4,16
CC1CCN(C(=O)COC(=O)c2ccc(Cl)nc2)CC1,0%,1%,2%,.,3,.,.,.,.

# Next structures follow.
SMILES,Glioma ERSR ind,Vif-APOBEC3G blk,Vif-A3F inh,RXFP1 agonist,RXFP1 antagonist,D1 potentiator,D2 PAM,D1 antag,D1 agonist
CCN(CC)S(=O)(=O)c1ccc(C(=O)C(C#N)c2ccccn2)cc1 (stereo not given),-1%,3%,-5%,0.6%,19,-5,-3,-3,6
CCN(C(=O)C1CC1)C1CCS(=O)(=O)C1 (stereo not given),0%,0%,-5%,2.4%,-9,6,-13,-6,3
CCn1nc(C)c(/C=N/NC(=S)Nc2ccc(Cl)cc2Cl)c1C,-4%,0%,2%,1.5%,5,-3,-8,-6,0
CCC(C)NC(=O)CCc1nnc2ccc(N3CCC(C)CC3)nn12 (stereo not given),-2%,1%,3%,6.8%,1,-2,-3,-12,1
COc1ccc(-n2nnc3c(SCC(=O)NCC4CCCO4)ncnc32)cc1 (stereo not given),-8%,-16%,1%,4.4%,.,-7,4,-26,12
C[C@@H]1CN([C@@H](C)CO)C(=O)c2cc(Br)cnc2O[C@H]1CN(C)S(=O)(=O)c1ccccc1,-2%,-12%,-1%,.,10,.,.,.,.
COc1ccc(CN2C(=O)C(CC(=O)NCCCCc3ccccc3)CC(C(=O)N3CCOCC3)=C2C)cc1 (stereo not given),-3%,1%,-5%,.,15,.,.,.,.
Cc1nc(CNC(=O)C2CCC(=O)N(Cc3cccc(F)c3)C2)sc1C (stereo not given),-6%,1%,0%,-0.6%,6,-2,-7,0,2
CC(=O)c1c(C(C)=O)c(C)n(NC(=O)c2ccncc2)c1C,-3%,0%,4%,1.9%,5,.,.,.,.
COc1cccc(Nc2cc(N3CCOCC3)c3nonc3c2[N+](=O)[O-])c1,-3%,-2%,3%,0.2%,-5,-6,-3,-20,1

# Given as tab-separated lines: part of the list above.
compound	Glioma ERSR ind	Vif-APOBEC3G blk	Vif-A3F inh	RXFP1 agonist	RXFP1 antagonist	D1 potentiator	D2 PAM	D1 antag	D1 agonist
COc1ccccc1CNC(=O)C[C@@H]1C[C@H]2c3cc(NC(=O)c4ccc5c(c4)OCO5)ccc3O[C@H]2[C@@H](CO)O1	2%	2%	0%	.	-2	.	.	.	.
O=C(c1ccc(Cl)c(Cl)c1)c1cc(-c2ccccn2)c(N2CCOCC2)s1	-5%	-14%	-18%	17%	-15	.	.	.	.
CCC(C)NC(=O)CCc1nnc2ccc(N3CCC(C)CC3)nn12 (stereo not given)	-2%	1%	3%	6.8%	1	-2	-3	-12	1
CCOc1ncccc1C(=O)NNC(=O)c1csc(N2CCOCC2)n1	-5%	-2%	-3%	1.3%	-13	0	-2	21	1

# Screening data deposited in PubChem by National Center for Advancing Translational Sciences (NCATS).

# This is a subset; count on the stated rates, not on these rows.
